IkB sig inh – suppresses IkB signaling in ABC-DLBCL reporter cells. ABC-DLBCL IkBa-CBG/CBR dual luciferase ratio, 4 h; response scale: scaled: untreated 0%, proteasome inhibitor 100%. Potency, µM (highest dose often 57.1 µM), without a hit: top-dose IkBa stabilization activation. 0.04% of 110,000 active. AID 445; active = well fitted curve in the direction sought with a large enough effect in the signal ratio, not every such curve was filed as active; inconclusive = small, poorly fitted or top-dose-only effect, or a change in a side signal; the % refers to the signal ratio;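 also: the direction sought is a rising ratio; 0% = basal untreated cells and 100% = reference inhibitor full response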
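Curves were fitted separately to fusion (green), unfused (red) and ratio luminescence, then classed by r2, magnitude and activity. Cells: OCI-Ly3, 4 h compound plus doxycycline at 37C; 10 uM MG-132 defined full response.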
Peg3 imprint – inducers of genomic imprint erasure in mouse ES cells. 0.02% of 110,000 active. mouse ES Peg3-LacZ reporter, beta-gal luminescence, 40 h. AID 1948. Potency, µM (titrated, usually from 60.7 µM), for the others: at the highest dose activity change, positive = activation, most hits filed as activators;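 also: 0% = negative control wells on the plate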
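Imprint erasure is scored as LacZ activity from the silenced maternal Peg3 allele in feeder-free female ES cells cultured 40 h with LIF. Luminescence is normalized to in-plate negative controls and fitted to the Hill equation.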
p53ts 32C tox – p53ts cell cytotoxicity, permissive temperature; H1299-p53A138V at 32C, ATP luminescence viability, 24 h; Potency, µM (highest dose often 46.1 µM), for the others: at the highest dose activity change, negative = cytotoxicity, hits mostly cytotoxic; 0.93% of 130,000 active;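 also: 0% = DMSO and -100% = full killing by reference compound; nearly all actives have a fitted effect of over 55% in size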
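Cells: H1299 p53ts (A138V), 600/well, pre-incubated 16–30 h at 37C. Cpd up to 46 uM, 24 h, 32C. Readout: ATPlite luminescence, 20 min RT. Normalization: DMSO vs tamoxifen 100 uM. AC50 by Hill equation.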
p53ts 39C kill – p53ts cell cytotoxicity, nonpermissive temperature | H1299-p53A138V viability at 39C, ATP luminescence, 24 h | Potency, µM (doses to about 46.1 µM), inactives show at the highest dose activity change, negative = cell killing, usual class: cytotoxic | 1.5% of 130,000 active | AID 902; also: nearly all actives have a fitted effect of over 55% in size
* hit, by the source's call; [ ] = dose if it differs, or a comment. Unless noted, calls follow the shape of the dose curve; as a rule, active = well fitted curve in the direction sought with a large enough effect; inconclusive = small, poorly fitted or top-dose-only effect, or another doubt; inactive = no such curve, though single readings can be large; an effect the other way counts as inactive or inconclusive. Unless noted, % is scaled to controls: 0 for no effect and ±100 for the full control effect; potency is read from the fitted curve at half-maximal effect.

Screening C[C@@H]1OC(OC2CC[C@@]3(C)C(CC[C@@]4(C)C3CC=C3C5CC(C)(C)CC[C@]5(C(=O)OC5OCC(O)[C@@H](O)[C@@H]5OC5O[C@@H](C)[C@H](O[C@H]6OC(CO)C(O)C(O)C6O)C(O)C5O)C(O)C[C@@]34C)C2(C)C)C(O)C(O)[C@H]1OC1OCC(O)C(O)[C@H]1O (stereo partly specified) returned p53ts 32C tox inconclusive and p53ts 39C kill inconclusive.
For Cc1cc(O)cc(O)c1-c1onc(C(F)(F)F)c1-c1cscn1 the results were IkB sig inh inconclusive, Peg3 imprint -16%, p53ts 32C tox 17% and p53ts 39C kill 5%.
For c1ccc2c(c1)CC(N1CCN(c3cccc4c3OCCO4)CC1)C2 the results were Peg3 imprint -13%, p53ts 32C tox -11% and p53ts 39C kill -8%.
`CCOC(=O)c1cc(-c2ccc(C)cc2)n(CCC(=O)NCCc2ccc(C)cc2)c1C` gave IkB sig inh -0.5%, Peg3 imprint -10%[10.9 µM], p53ts 32C tox -7% and p53ts 39C kill -3%.
`COC(=O)c1cccc(NC(=O)CN2CCN(c3ccc(OC)cc3)CC2)c1` gave IkB sig inh 0.8%, Peg3 imprint -16%, p53ts 32C tox 6% and p53ts 39C kill -2%.
For CN(c1ccccc1)S(=O)(=O)c1cc(C(=O)c2nccn2C)ccc1Cl the results were IkB sig inh 3.6%, Peg3 imprint -24%, p53ts 32C tox -8% and p53ts 39C kill -3%.
For O=C(OCn1nnc2ccccc2c1=O)c1ccc(Br)o1 the results were IkB sig inh -0.6%, Peg3 imprint -4%, p53ts 32C tox 2% and p53ts 39C kill 4%.
Screening Cc1cccc2cc(CN(Cc3ccco3)C(=O)NC3CCCCC3)c(=O)[nH]c12 returned IkB sig inh inconclusive, Peg3 imprint -13%, p53ts 32C tox 1% and p53ts 39C kill -2%.
Screening Cc1ccc(-c2nc3cc(NC(=O)C(C)C)ccc3o2)cc1C returned IkB sig inh -1.8%, Peg3 imprint -83%[inhibitor], p53ts 32C tox -20% and p53ts 39C kill -23%.
Screening O=Nc1ccc(NO)cc1 returned IkB sig inh 0.0%, Peg3 imprint -4%, p53ts 32C tox 11%[1.84 µM] and p53ts 39C kill 7%.
For Cc1ccn2c(Nc3ccc4c(c3)OCO4)c(-c3ccc(O)cc3)nc2c1 the results were IkB sig inh 1.9%, Peg3 imprint -7%[10.9 µM], p53ts 32C tox -19% and p53ts 39C kill -3%.
`CCOC(=O)C1CCCN(S(=O)(=O)c2cc(Br)cc3c2N(C(=O)CC)CC3)C1` (stereo unspecified) gave IkB sig inh 0.3%, Peg3 imprint -12%[10.9 µM], p53ts 32C tox 3% and p53ts 39C kill 11%.
O=C(Nc1ccc2nccnc2c1)c1cnccn1 was read as IkB sig inh 6.2%, Peg3 imprint -76%[inhibitor], p53ts 32C tox -16% and p53ts 39C kill -13%.
Screening Cn1nnnc1SCC(=O)N1CCN(c2ccccc2)CC1 returned IkB sig inh -1.1%, Peg3 imprint 4%, p53ts 32C tox 1% and p53ts 39C kill 12%.
Screening COc1ccc(CNC(=O)CCSc2nc(-c3ccc4c(c3)OCO4)cc(C(F)(F)F)n2)cc1 returned p53ts 32C tox -6% and p53ts 39C kill -2%.
COc1ccc(NC(=O)Cn2cc(S(=O)(=O)c3ccc(C)cc3)c(=O)c3ccccc32)cc1OC was read as IkB sig inh 1.6%, Peg3 imprint -8%[10.9 µM], p53ts 32C tox 13% and p53ts 39C kill -11%.
For O=C(NCCN1CCOCC1)c1cc2sccc2n1Cc1ccc(Cl)cc1 the results were p53ts 32C tox -5% and p53ts 39C kill 13%.
`CCCn1c(SCC(=O)N2CCc3ccccc3C2)nc2c1c(=O)n(C)c(=O)n2C` gave IkB sig inh -0.2%, Peg3 imprint -12%, p53ts 32C tox -1% and p53ts 39C kill -4%.
`COc1ccc(C(c2nnnn2C2CCCC2)N2CCC(C(N)=O)CC2)c(OC)c1` (stereo unspecified) gave IkB sig inh -1.0%, Peg3 imprint 2%, p53ts 32C tox 5% and p53ts 39C kill -9%.
Screening CN(CC(=O)NC(=O)NCc1ccccc1)Cc1ccc(Cl)cc1 returned p53ts 32C tox -25% and p53ts 39C kill -3%.
For OCc1csc(=Nc2ccccc2)n1-c1ccccc1 the results were IkB sig inh 2.5%, Peg3 imprint -15%, p53ts 32C tox 7% and p53ts 39C kill -6%.
CCOc1cc(CNC(=O)c2ccc3nc(C(C)C)oc3c2)cc(OCC)c1OCC was read as IkB sig inh inconclusive, Peg3 imprint -11%[10.9 µM], p53ts 32C tox -5% and p53ts 39C kill -14%.
Screening O=C(O)c1ccc(NS(=O)(=O)c2cc(Cl)ccc2Cl)cc1O returned IkB sig inh 2.0%, Peg3 imprint 18%, p53ts 32C tox -1% and p53ts 39C kill 1%.
`Cc1ccc(N2CCN(c3c(CN4CCCC4)c(=O)oc4ccccc34)CC2)c(C)c1` gave IkB sig inh inconclusive, Peg3 imprint -14%[10.9 µM], p53ts 32C tox -28% and p53ts 39C kill -19%.
`CN(C)c1ccc(CNC(=O)C(Cc2ccccc2)NS(=O)(=O)c2ccc3c(c2)oc(=O)n3C)cc1` (stereo unspecified) gave IkB sig inh inconclusive, Peg3 imprint -2%[10.9 µM], p53ts 32C tox 6% and p53ts 39C kill -4%.
CCCn1c(=S)[nH]c2cc(C(=O)NCC3CCCO3)ccc2c1=O (stereo unspecified) was read as IkB sig inh 0.5%, Peg3 imprint -8%, p53ts 32C tox 1% and p53ts 39C kill 4%.
Screening CC(c1ccco1)N(C(=O)CSc1ccc(Br)cc1)c1ccccn1 (stereo unspecified) returned IkB sig inh inconclusive, Peg3 imprint -11%, p53ts 32C tox 7% and p53ts 39C kill 4%.
`CCN(C(=O)CSc1nc2ccccc2n1CC(=O)Nc1ccc(F)cc1F)c1ccccc1` gave IkB sig inh inconclusive, Peg3 imprint -2%[10.9 µM], p53ts 32C tox 17% and p53ts 39C kill 9%.
`Cc1ccc(-c2c(C)n([O-])c3c([n+]2=O)CCC3)o1` gave IkB sig inh -1.6%, Peg3 imprint -1%, p53ts 32C tox 1% and p53ts 39C kill 5%.
For N#Cc1ccccc1OCC(=O)OCC(=O)c1ccc2c(c1)NC(=O)CO2 the results were IkB sig inh 0.4%, Peg3 imprint 11%, p53ts 32C tox -3% and p53ts 39C kill -13%.
COc1ccc(CCNC(=O)/C(C#N)=C2\N=C(NC(=O)c3cccs3)c3ccccc32)cc1 was read as p53ts 32C tox -11% and p53ts 39C kill -7%.
`CCC(C)C(NC(=O)C1CCC(C)CC1)C(=O)NCc1cccnc1` (stereo unspecified) gave IkB sig inh -0.7%, Peg3 imprint -7%, p53ts 32C tox -20% and p53ts 39C kill -2%.
For COC(=O)c1sccc1S(=O)(=O)N1CCN(c2ccc(Cl)cc2)CC1 the results were IkB sig inh -0.6%, Peg3 imprint -6%[10.9 µM], p53ts 32C tox -7% and p53ts 39C kill inconclusive.
C/C(N)=C(/C#N)C(=O)COC(=O)COc1ccc(Cl)cc1 was read as IkB sig inh -1.8%, Peg3 imprint -9%, p53ts 32C tox 3% and p53ts 39C kill -1%.
Screening COc1cccc(NC(=O)N2CCOCC2)c1 returned IkB sig inh 2.3%, Peg3 imprint -12%, p53ts 32C tox 0% and p53ts 39C kill 5%.
CC(=O)C(Sc1nc(NC(C)(C)C)nc(N(C)C)n1)C(C)=O was read as IkB sig inh 1.2%, Peg3 imprint -16%, p53ts 32C tox -16% and p53ts 39C kill -23%.

Reprinted at random: 3 entries already listed
`CCN(C(=O)CSc1nc2ccccc2n1CC(=O)Nc1ccc(F)cc1F)c1ccccc1` gave IkB sig inh inconclusive, Peg3 imprint -2%[10.9 µM], p53ts 32C tox 17% and p53ts 39C kill 9%.
Screening CC(c1ccco1)N(C(=O)CSc1ccc(Br)cc1)c1ccccn1 (stereo unspecified) returned IkB sig inh inconclusive, Peg3 imprint -11%, p53ts 32C tox 7% and p53ts 39C kill 4%.
Screening COc1cccc(NC(=O)N2CCOCC2)c1 returned IkB sig inh 2.3%, Peg3 imprint -12%, p53ts 32C tox 0% and p53ts 39C kill 5%.

Continuation.
For COc1cccc(C(=O)N2CCN(Cc3ccco3)CC2)c1OC the results were IkB sig inh -2.4%, p53ts 32C tox 6% and p53ts 39C kill 3%.
For COc1ccc(CCNC(=O)c2cccc(Nc3nc4ccccc4nc3-n3nc(C)cc3C)c2)cc1OC the results were IkB sig inh inconclusive, Peg3 imprint -9%[10.9 µM], p53ts 32C tox 2% and p53ts 39C kill 2%.
Screening CC(C)(C)c1ccc(-c2nc3cc(NC(=O)c4cc5ccccc5o4)ccc3o2)cc1 returned IkB sig inh 2.5%, Peg3 imprint 12%[10.9 µM], p53ts 32C tox -10% and p53ts 39C kill -2%.
Screening CC(=O)C1=C(c2ccc(C)cc2)N(C(C)=O)n2c(nnc2C2CCCCC2)S1 returned IkB sig inh 0.5%, Peg3 imprint -2%[10.9 µM], p53ts 32C tox 4% and p53ts 39C kill -29%.
Screening COc1ccc(N2Cc3cccc(C(=O)Nc4ccc(C)cc4)c3C2=O)cc1 returned IkB sig inh -0.5%, Peg3 imprint 4%[10.9 µM], p53ts 32C tox 7% and p53ts 39C kill -8%.
`CCc1ccccc1NC(=O)CSc1nnc(Cn2cnc3ccccc32)o1` gave p53ts 32C tox -8% and p53ts 39C kill 15%.
Screening Cc1ccccc1-c1nnc(SCC(=O)NC2CCCCC2)o1 returned IkB sig inh 0.8%, Peg3 imprint -18%, p53ts 32C tox 7% and p53ts 39C kill -7%.
COc1ccc(Br)cc1CNC(=O)C1CCN(S(=O)(=O)N2CCCC2)CC1 was read as IkB sig inh 1.9%, Peg3 imprint -20%, p53ts 32C tox 21% and p53ts 39C kill 4%.
For NC(=O)C1CCN(C2CC(=O)N(c3cccc(F)c3)C2=O)CC1 (stereo unspecified) the results were IkB sig inh 2.6%, Peg3 imprint 13%, p53ts 32C tox -1% and p53ts 39C kill 8%.
For O=c1[nH]c2ccccc2nc1C(F)(F)C(F)F the results were IkB sig inh -2.0%, Peg3 imprint -2%, p53ts 32C tox -2% and p53ts 39C kill 0%.
For Cc1ccc(-n2c(=O)c3ccc(C(=O)NCc4ccco4)cc3n(Cc3ccc(Cl)cc3)c2=O)cc1 the results were IkB sig inh -0.8%, Peg3 imprint -11%[10.9 µM], p53ts 32C tox -27% and p53ts 39C kill 13µM*.
For COC(=O)c1ccc(NC(=O)CSc2nnc(-c3ccccc3)n2C)cc1 the results were p53ts 32C tox -8% and p53ts 39C kill -28%.

Of the compounds above, these have a CF3 group:
For Cc1cc(O)cc(O)c1-c1onc(C(F)(F)F)c1-c1cscn1 the results were IkB sig inh inconclusive, Peg3 imprint -16%, p53ts 32C tox 17% and p53ts 39C kill 5%.
Screening COc1ccc(CNC(=O)CCSc2nc(-c3ccc4c(c3)OCO4)cc(C(F)(F)F)n2)cc1 returned p53ts 32C tox -6% and p53ts 39C kill -2%.

(continued)
Screening Cc1ccc(S(=O)(=O)Nc2ccc(-c3ccc(N4CCCCCC4)nn3)cc2)c(C)c1 returned IkB sig inh inconclusive, Peg3 imprint -15%[10.9 µM], p53ts 32C tox -3% and p53ts 39C kill -12%.
COC(=O)c1ccc(-n2c(C)cc(/C=N/n3cnnc3)c2C)cc1 was read as IkB sig inh 1.8%, Peg3 imprint 9%, p53ts 32C tox 1% and p53ts 39C kill -2%.
Screening CC1(C)CC[C@]2(C(=O)O)CC[C@@]3(C)C(=CCC4[C@@]5(C)CCC(O)C(C)(C)C5CC[C@@]43C)C2C1 (stereo partly specified) returned Peg3 imprint -2%, p53ts 32C tox 16% and p53ts 39C kill 6%.
O=C1CSC2=NCN(c3ccc4c(c3)OCO4)CN12 was read as IkB sig inh 1.0%, Peg3 imprint 2%, p53ts 32C tox -9% and p53ts 39C kill 0%.
For COc1cc(S(=O)(=O)N2CCOCC2)ccc1F the results were IkB sig inh -1.7%, Peg3 imprint -3%, p53ts 32C tox -4% and p53ts 39C kill 6%.
CCN(CCO)Cc1cc(=O)oc2c(C)c(C)ccc12 was read as IkB sig inh -0.8%, Peg3 imprint -18%, p53ts 32C tox -3% and p53ts 39C kill -4%.

Screening data deposited in PubChem by National Center for Advancing Translational Sciences (NCATS).
